Bioassay records from PubChem.
NPY-Y2 antag – NPY-Y2 (human) receptor antagonism. AID 793. P49146. NPY-Y2 expressing cells, antagonist mode. 140,000 tested, 0.99% active. inhibition, % at 2.7 µM; in the data active means inhibition above about 17%;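 further: 0% = vehicle with agonist challenge and 100% = reference antagonist with challenge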
Target sequence (P49146 whole entry, looked up): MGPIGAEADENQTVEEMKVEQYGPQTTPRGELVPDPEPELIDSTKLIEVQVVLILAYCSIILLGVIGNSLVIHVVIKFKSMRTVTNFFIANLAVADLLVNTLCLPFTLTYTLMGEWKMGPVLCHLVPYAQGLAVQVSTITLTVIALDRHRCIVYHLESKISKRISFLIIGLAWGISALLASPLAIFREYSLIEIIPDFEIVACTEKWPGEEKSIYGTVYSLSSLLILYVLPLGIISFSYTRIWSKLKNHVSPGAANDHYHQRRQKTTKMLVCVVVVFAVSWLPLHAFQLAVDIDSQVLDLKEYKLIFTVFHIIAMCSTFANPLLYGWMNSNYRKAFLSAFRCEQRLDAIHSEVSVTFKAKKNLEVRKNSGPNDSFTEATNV
E-sel TNF inh – TNF alpha driven E-selectin expression inhibition; HUVEC TNFa-induced E-selectin immunofluorescence, high content; inhibition, % at 2 µM; 120,000 tested, 0.71% active; AID 1246;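 active means inhibition above the batch mean plus 3 SD, and confirmed as a hit on visual image review, cut at about 43% in these data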;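 further: 0% = TNF-stimulated DMSO wells and 100% = unstimulated control wells; not every result past the cut was called active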
Measles CPE – protection of cells from measles virus; Measles virus-infected cells, CPE protection, absorbance; 140,000 tested, 1.5% active; protection (pct of control), % at 4 µM; in the data active means protection mostly above about 24%, no sharp cut-off; inactive means mostly below about 26%; further: some compounds called inactive have numbers as strong as hits
Yeast lifespan up – yeast lifespan extension; inhibition of the nicotinamide effect, % at 10 µM; AID 775; S. cerevisiae growth with nicotinamide, OD615; deaD strain in restrictive glucose medium; 130,000 tested, 0.68% active;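 active means inhibition above a set limit, placed 3 SD over the median of all compounds, cut at about 26% in these data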;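 further: 0% = nicotinamide-treated wells and 100% = cells grown without nicotinamide; some compounds called inactive have numbers as strong as hits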
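Assay system: DeaD-strain S. cerevisiae. Medium: CSMM-D glucose medium, restrictive. Reagent: nicotinamide, 1.5 mM, co-present with compound. Compound: 10 µM single point, 0.25% DMSO. Schedule: culture preincubation 4 h, compound exposure 48 h, both 30 °C. Detection: absorbance at 615 nm.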
PTEN del growth – suppresses growth of cells with PTEN deletion. viability, % at 10 µM. HCT116 PTEN-null viability, CellTiter-Glo, 60 h; hits give low values. AID 827. 140,000 tested, 1.2% active;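 active means viability at or below a set limit, 4 SD under the median of all tested compounds, cut at about 3.7% in these data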;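 further: PTEN knockout HCT116 line with beta catenin targeted HCT116 as companion control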
Phagocyt inh – blocks phagocytosis by macrophages. J774A.1 macrophage IgG-bead phagocytosis, imaging. inhibition, % at 5 µM. 110,000 tested, 0.07% active. AID 1029;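 active means inhibition above the mean of the plate negative controls plus 5 SD, cut at about 13% in these data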;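 further: phagocytic index as fraction of beads internalized from green versus red external bead signal; plate controls were DMSO negative control for no effect and cytochalasin-D positive control for full effect; some results beyond the cut were filed as inactive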
GALR2 antag – blocks the human galanin receptor 2 | inhibition, % at 4 µM | GALR2-expressing cells, antagonist mode | 140,000 tested, 0.39% active; in the data active means inhibition above about 27%;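 further: cells stimulated with galanin 1-16 at roughly its EC80; 0% = agonist challenge control and 100% = basal control without agonist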
Target sequence (O43603 whole entry, looked up): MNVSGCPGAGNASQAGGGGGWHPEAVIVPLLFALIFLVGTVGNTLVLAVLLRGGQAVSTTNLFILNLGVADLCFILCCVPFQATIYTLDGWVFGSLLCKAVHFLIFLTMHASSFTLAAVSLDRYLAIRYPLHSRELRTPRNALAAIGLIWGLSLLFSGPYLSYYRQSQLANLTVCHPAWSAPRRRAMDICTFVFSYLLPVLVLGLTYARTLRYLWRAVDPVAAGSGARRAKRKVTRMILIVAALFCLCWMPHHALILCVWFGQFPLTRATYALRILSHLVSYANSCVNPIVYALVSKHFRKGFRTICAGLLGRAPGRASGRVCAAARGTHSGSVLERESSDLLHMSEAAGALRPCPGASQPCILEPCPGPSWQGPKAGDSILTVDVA
Yeast growth inh – yeast BB579 growth reduction in restrictive medium. S. cerevisiae BB579 growth, OD615, 48 h. inhibition, % at 10 µM. 140,000 tested, 0.51% active;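 active means inhibition above a set limit, 3 SD over the mean compound inhibition, cut at about 44% in these data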; further: inactives centre near -24
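System: Saccharomyces cerevisiae DeaD strain BB579, replicative lifespan model yeast | Buffer or medium: Restrictive glucose-based CSMM-D medium | Times: 4 h preincubation and 48 h exposure at 30 °C | Detection: OD615 turbidity measurement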
MRP-1 activ – activators of MRP-1. H69AR cells + doxorubicin, viability rescue, CellTiter-Glo. viability increase, % at 10 µM. 140,000 tested, 0.61% active. AID 799;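 active means viability gain under doxorubicin at or above a set limit, the compound median plus 3 SD, cut at about 4.7% in these data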;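 further: MRP-1 overexpressing cells given doxorubicin 25 µM after compound pretreatment; 18-22 h compound pretreatment then 72 h with doxorubicin before readout; 0% = doxorubicin-only wells and 100% = vehicle-treated cells without doxorubicin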
HCT116 bCat-KO – beta-catenin-lacking colon tumor cell growth suppression; HCT116 beta-catenin knockout viability, CellTiter-Glo, 60 h; hits give low values; viability, % at 10 µM; 140,000 tested, 1.5% active; AID 818;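 active means viability at or under a set limit, the compound median less 4 SD, cut at about 6% in these data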;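 further: 0% = Hyamine 1622 control at 20 µM and 100% = untreated cell control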
The depositor's hits bear a star; / = not tested or not shown.

SMILES	NPY-Y2 antag	E-sel TNF inh	Measles CPE	Yeast lifespan up	PTEN del growth	Phagocyt inh	GALR2 antag	Yeast growth inh	MRP-1 activ	HCT116 bCat-KO
Cc1cccc(NC(=O)CSc2nnc(CSc3nc(C)cc(C)n3)n2Cc2ccco2)c1	0.1	-10.2	8.7	-3.9	90.6	-0.3	-5.2	-49.4	-0.8	82.9
Cn1c(CN2CCCCC2)nc2cc(NS(=O)(=O)c3ccc(Cl)cc3)ccc21	2.7	-31.0	20.8	-15.1	102.1	0.3	-1.1	2.0	-0.8	93.4
CC(=O)Cc1nsc(NC(=O)c2cn(-c3ccccc3)nc2-c2ccc(Br)cc2)n1	4.6	-11.4	22.6	-2.5	97.0	-0.8	3.8	-50.5	-0.8	92.7
Cc1ccc(-c2csc(=S)n2CC(=O)OCC(=O)NCc2ccco2)cc1	2.1	/	12.5	-7.1	66.5	0.4	-9.4	-4.5	-2.6	64.8
O=[N+]([O-])c1cc(/C=N/Nc2nc3ccccc3[nH]2)c(O)cc1O	-0.6	/	1.2	-2.8	6.1	-7.0	18.8	-15.0	-4.6	5.2*
CCn1c(C(Cc2ccccc2)NC(=O)COC)nc2ccccc21 (stereo unspecified)	1.9	/	-0.1	-4.6	111.6	0.1	1.6	-20.4	0.3	85.1
CCOc1ccc(C2=Nc3ccccc3C(c3ccc(N4CCOCC4)cc3)=NN2)cc1	0.6	/	7.5	-24.0	14.7	/	-4.0	-13.9	-4.9	22.4
CC(C)(C)OC(=O)N1CCOCCOCCNCCOCCOCC1	1.7	16.7	4.9	/	93.6	/	12.2	-13.7	0.7	98.9
Cc1cccc(Nc2ccccc2)c1	-1.6	-1.1	2.6	-24.4	96.1	-0.8	8.3	-12.4	-1.2	108.3
COC(=O)c1c(NC(=O)CSc2nnc3ccccn23)sc2c1CCC2	-0.4	10.9	8.8	-2.0	89.9	-9.2	3.3	-26.2	-2.3	86.7
O=C(c1cccc(Br)c1)N1CCCC1	-0.9	-0.6	12.3	18.8	111.7	0.3	-3.2	3.4	0.8	93.7
CCOC(=O)C(CCC#N)(CCC#N)C(=O)OCC	-0.8	/	15.8	-6.9	106.5	-0.3	-2.0	-32.4	-0.1	95.4
Cc1ccc(S(=O)(=O)NC(=O)N2CCC(C)CC2)cc1	-0.3	/	6.8	-13.3	101.5	-0.6	-2.0	5.4	-0.8	105.0
c1csc(C(c2nnnn2C2CCCC2)N2CCOCC2)c1 (stereo unspecified)	0.7	-17.1	7.1	-14.2	93.7	/	10.1	1.6	1.3	99.1
COc1ccc(CCNc2ncnc3[nH]ncc23)cc1OC	-1.6	/	9.6	-2.5	77.5	-2.7	12.2	-15.9	-1.9	74.1
COc1ccc(-n2c(SCC#N)nnc2-c2cccnc2)cc1	2.2	-2.4	11.2	-18.9	99.7	-1.1	-11.0	-13.9	0.0	101.5
COC(=O)Nc1nnc(Cc2ccccc2)s1	2.9	21.5	2.0	-11.6	93.4	-0.3	-5.5	-52.5	-1.3	98.1
Cc1cc(C)c(C#N)c(SCc2ccc3c(c2)OCO3)n1	11.0	4.4	19.9	-14.3	65.7	-0.9	5.3	-24.3	-0.3	73.8
CCCCCCOc1ccc(N2C(=O)CC(NCCc3ccc(S(N)(=O)=O)cc3)C2=O)cc1 (stereo unspecified)	0.1	15.3	22.6	-5.7	92.5	-2.1	-9.4	-18.9	-2.3	95.1
Fc1ccc(-n2c(-c3ccco3)nc3nc4ccccc4nc32)cc1	7.2	-5.3	1.8	-2.3	100.2	-1.0	10.9	-103.1	0.0	97.9
O=C(C1CC(c2ccc(F)cc2)=NO1)N1CCN(c2ccccc2)CC1 (stereo unspecified)	1.3	/	6.5	4.8	102.7	-0.3	-0.7	-31.6	0.4	90.1
Cc1ccc(-n2nnc3c(SCC(=O)NCc4ccco4)ncnc32)cc1	5.5	-12.4	8.2	-4.9	89.0	/	-1.6	-42.5	-4.3	87.8
Cc1cc(=O)oc2cc(OC(=O)CCCCCN3C(=O)c4ccccc4C3=O)ccc12	2.4	-14.8	4.8	31.9*	92.2	/	-19.2	-50.0	-1.5	91.8
COc1ccccc1NC(=O)C(C)NS(=O)(=O)c1ccc(Cl)cc1 (stereo unspecified)	-1.5	-41.9	46.1	-12.3	102.9	0.6	-5.7	-35.1	-3.3	91.4
CSCCC(C(=O)OCC(=O)c1ccc(C)c(C)c1)N1C(=O)c2cc(Cl)c(Cl)cc2C1=O (stereo unspecified)	3.7	13.4	4.4	-14.1	90.1	/	0.2	-18.3	-0.9	100.0
Cc1ccc(OCC(=O)NNc2c3ccccc3nc3ccccc23)cc1	-0.2	/	0.6	-4.3	49.4	/	7.2	-20.0	-1.8	51.1
O=S(=O)(Nc1ncnc2sc3c(c12)CCC3)c1ccc(Cl)s1	-0.5	/	2.5	2.8	97.5	1.7	4.9	-25.7	-2.3	94.7
O=C(C1CC1)n1cc(C(=S)N2CCOCC2)c2ccccc21	2.2	-36.9	1.8	-23.7	94.3	0.5	-9.4	-8.4	-3.9	97.5
Cc1ccc(OCCn2c(NC(=O)c3ccco3)nc3ccccc32)cc1	20.2*	23.1	11.0	-2.9	67.9	-1.3	3.4	-44.7	-1.7	63.8
COC(=O)c1ccc(C(C(=O)NC2CCCCC2)N(C(=O)Cc2cccs2)C2CC2)cc1 (stereo unspecified)	3.5	-12.2	11.7	-1.7	79.7	/	-10.3	11.8	-3.2	89.7
CNc1nnc(-c2cc3cc(Cl)ccc3oc2=O)s1	-1.0	2.1	1.2	-12.1	82.1	-2.3	1.4	56.8*	0.8	87.6
COc1cc(CN2CCN(c3ccccc3F)CC2)c([N+](=O)[O-])cc1OC	1.7	32.2	14.8	-1.4	96.0	-2.2	4.6	10.5	0.4	89.3
CCOc1ccc2nc(N3CCC(C(=O)N4CCN(c5ccccn5)CC4)CC3)sc2c1	7.7	-12.8	5.2	-12.6	39.7	-0.5	-2.6	7.7	-4.8	42.9
CCOC(=O)c1c(-c2ccco2)csc1N	0.9	25.0	25.4	-10.3	94.3	1.0	9.9	-41.8	-1.8	92.4
Cc1csc(NC(=O)CSc2nnc(-c3ccc(Cl)cc3)n2N)n1	3.2	-7.3	5.7	-15.9	80.1	-2.3	4.0	-40.5	-1.4	73.1
CCCSc1nc(C)c(C(C)=O)cc1C#N	1.4	/	6.3	-15.6	104.4	-0.6	-11.0	6.9	-1.2	103.3
CCCOc1ccc(C(O)(CCC)CCN2CCCCC2)cc1 (stereo unspecified)	2.2	17.5	17.9	/	87.1	/	10.1	-22.5	-2.6	81.2
CCOc1cc(C)c(Cl)cc1S(=O)(=O)N(C)C	5.5	4.8	5.2	10.3	99.2	-1.0	-0.8	-50.3	-0.3	87.4
Cc1ccccc1Cn1c(=N)n(CC(O)c2ccco2)c2ccccc21 (stereo unspecified)	22.8*	-15.3	8.0	-4.8	54.1	-0.4	-3.0	-43.9	-2.0	50.3
C#CCN(N(C)c1ncc(C(F)(F)F)cc1Cl)S(=O)(=O)c1ccc2ccccc2c1	9.7	4.4	17.8	3.3	84.1	/	-8.5	-31.7	-3.2	87.1
CC(C)(C)C1(c2ccccc2)NC(=O)N(CC(=O)N2CCOCC2)C1=O (stereo unspecified)	0.4	-22.2	21.2	-0.8	90.7	-1.3	-16.9	-52.5	0.3	105.5
Cn1c(CCCOc2ccc(Cl)cc2Cl)nnc1SCC(=O)Nc1ccc(F)c(Cl)c1	2.5	/	25.7	5.8	83.8	-6.3	6.3	-19.2	-2.6	75.1
COc1cc(NC(=O)CCNS(=O)(=O)c2ccc3c(c2)CCC(=O)N3)cc(OC)c1	0.2	-26.5	7.1	5.2	107.8	/	8.0	-36.8	-2.4	81.5
COCCNS(=O)(=O)c1ccccc1	2.7	2.2	6.0	-9.4	96.2	1.3	-6.8	-36.2	0.5	85.7
Cc1cc(N2CCN(C(=O)c3ccco3)CC2)n2nc(C)c(-c3ccccc3)c2n1	1.4	-9.8	2.5	-6.4	72.9	-0.2	6.0	-18.1	-2.0	91.0
CN(Cc1ccccc1)S(=O)(=O)c1ccc(NS(=O)(=O)Cc2ccccc2)cc1	2.2	6.3	28.6	-4.3	89.4	1.0	1.4	-57.4	-4.3	92.5
O=C(NCc1cccs1)c1nc2c(nnn2Cc2ccccc2Cl)c(=O)[nH]1	10.2	/	12.8	-6.5	98.0	/	-2.5	-18.8	-2.0	86.6
Cc1ccc(S(=O)(=O)NC(C(=O)Oc2cc3oc(=O)cc(C)c3cc2Cl)C(C)C)cc1 (stereo unspecified)	1.8	/	26.8	3.0	104.0	-5.6	-0.7	-26.1	-2.6	91.6
C=CCOc1ccc(C2C(C(=O)c3ccco3)=C(O)C(=O)N2Cc2cccnc2)cc1 (stereo unspecified)	3.9	8.6	0.6	-9.6	111.9	0.1	-3.0	32.7	-0.8	103.2
CCCn1c(O)c2ccc(C(=O)N=NC(=O)c3cccnc3)cc2c1O	0.7	-71.1	5.5	-10.8	106.3	/	10.7	-38.5	0.5	97.1
CCCCCOc1ccc(C2NC(=O)NC2=O)cc1 (stereo unspecified)	7.8	/	9.9	-5.8	70.6	-0.8	1.7	16.3	-2.4	71.6
CC(C(=O)Nc1cccc([N+](=O)[O-])c1)n1nnc2ccccc21 (stereo unspecified)	1.8	-3.8	42.5	-19.2	95.2	/	7.9	-24.6	-4.9	106.4
